Screening data (PubChem BioAssay)
KCNQ1 block = inhibitors of human KCNQ1 channel, primary screen, cell-based, thallium flux, high-throughput. Potassium voltage-gated channel subfamily KQT member 1 (Homo sapiens), P51787. CHO-K1 KCNQ1, FluxOR thallium flux fluorescence; hits give high values. B-score at 10 µM. 310,000 tested, 1.3% active. AID 2642, 2010;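 active = compounds whose thallium flux B-score, printed positive for inhibition, exceeds three library SD while starting fluorescence stays within three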;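 note: channel opened by potassium depolarization with thallium stimulus after 20 min compound exposure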
TMEM16A act = TMEM16A chloride channel activators or potentiators, primary screen, cell-based, HTS; HEK293 TMEM16A/YFP-H148Q/I152L, iodide quench fluorescence; hits give low values; Anoctamin-1 (Mus musculus), Q8BHY3; B-score at 10 µM; 340,000 tested, 0.3% active; AID 623877, 2012;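 active = fluorescence-ratio B-score plate-corrected deviation score at least 3 library SD below zero, with starting fluorescence score within 5 deviations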;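 note: channel opened by trigger with iodide after compound preincubation; score built on the fluorescence ratio of max minus min over baseline; more negative score means more quench and so TMEM16A activation or potentiation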
KCNK9 inh = KCNK9 potassium channel inhibitors, primary screen, HEK293 cells, thallium flux; AID 488922, 2010; 310,000 tested, 1.2% active; B-score at 10 µM; FluxOR thallium flux fluorescence; hits give low values; Potassium channel subfamily K member 9 (Homo sapiens), Q9NPC2;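 active = ratio B-score over 3 SD below the library mean, with starting fluorescence within 5 SD of its mean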;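 note: negative B-score means less thallium flux so channel inhibition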
TMEM16A inh = TMEM16A chloride channel inhibitors, primary screen, cell-based, HTS. AID 588511, 2011. normalized B-score (activity score, 25-100; higher = stronger inhibition) at 10 µM. Anoctamin-1 (Mus musculus), Q8BHY3. 310,000 tested, 1.2% active. HEK293 TMEM16A/YFP iodide influx fluorescence, ionomycin;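 active = ratio plate-corrected score three or more library SD toward inhibition, starting fluorescence score within five deviations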;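 note: score derived from kinetic fluorescence span divided by baseline fluorescence per well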
KCNK3 block = human KCNK3 channel inhibitors, primary screen, CHO cells, FluxOR thallium flux, B-score; Potassium channel subfamily K member 3 (Homo sapiens), O14649; FluxOR fluorescence; hits give low values; B-score at 10 µM; 340,000 tested, 0.84% active; AID 602410, 2012;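 active = B-score under library mean minus 4 SD, starting fluorescence ratio at most library mean plus 5 SD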;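 note: more negative B-score means stronger inhibition of thallium flux through KCNK3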
hERG protect = hERG rescue from dofetilide block, primary screen, cell-based, CHO-hERG, FluxOR thallium flux, dofetilide IC70 | Voltage-gated inwardly rectifying potassium channel KCNH2 (Homo sapiens), Q12809 | dofetilide IC70 present | activation (rescue from dofetilide block), less the hit threshold, % at 10 µM | 310,000 tested, 0.51% active | AID 1511, 2009;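 active = activation above the mean of controls blocked by dofetilide plus 5 SD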;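 note: thallium influx through hERG after potassium depolarization seen as dye fluorescence rise; in these data hits start at about 4.7%; inactives centre near -7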
KCNQ1 pot = potentiators or activators of KCNQ1 channel, primary screen, cell-based, thallium flux, high-throughput | Potassium voltage-gated channel subfamily KQT member 1 (Homo sapiens), P51787 | CHO-K1 KCNQ1, thallium flux FluxOR fluorescence; hits give high values | B-score at 10 µM | 310,000 tested, 0.35% active | AID 2648, 2010;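 active = fluorescence ratio B-score, a plate-corrected score, at least three library SD, with initial intensity B-score within 5 SD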
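System: Stable KCNQ1 CHO-K1 line | Incubation: 90 min dye loading and 20 min compound exposure, both at room temperature | Measure: Ratio B score | Medium: Assay buffer for compound exposure, DMSO matched across wells | Compound dosing: Single-concentration screen | Probe or stimulus: K+/Tl+ depolarizing stimulus | Measured by: Kinetic FluxOR fluorescence, 10 s baseline plus 110 s post-stimulus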
DYRK1A inh = rat Dyrk1A kinase inhibitors, primary screen, biochemical, single point, plate reader; Dual specificity tyrosine-phosphorylation-regulated kinase 1A (Rattus norvegicus), Q63470; ADP-Glo luminescence, NFATc1 peptide; inhibition, % at 12.5 µM; 310,000 tested, 0.43% active; in the data active = inhibition above about 50%;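 note: plate controls were vehicle with enzyme for no effect and no enzyme for full effect; many of its hits are not listed in these tables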
TRPC4 potent = positive allosteric modulators of TRPC4, primary screen, cell-based, mouse TRPC4beta, HEK293 mu-opioid, Fluo-4 calcium; DAMGO EC20, Fluo-4 Ca2+ flux; hits give high values; B-score at 10 µM; 310,000 tested, 0.42% active;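 active = B-score of calcium response area above 5 SD of library B-scores, with initial fluorescence ratio within 5 SD of library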;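 note: B-score of integrated fluorescence ratio over time as area under calcium response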
Target sequence (Q9QUQ5 whole entry, looked up): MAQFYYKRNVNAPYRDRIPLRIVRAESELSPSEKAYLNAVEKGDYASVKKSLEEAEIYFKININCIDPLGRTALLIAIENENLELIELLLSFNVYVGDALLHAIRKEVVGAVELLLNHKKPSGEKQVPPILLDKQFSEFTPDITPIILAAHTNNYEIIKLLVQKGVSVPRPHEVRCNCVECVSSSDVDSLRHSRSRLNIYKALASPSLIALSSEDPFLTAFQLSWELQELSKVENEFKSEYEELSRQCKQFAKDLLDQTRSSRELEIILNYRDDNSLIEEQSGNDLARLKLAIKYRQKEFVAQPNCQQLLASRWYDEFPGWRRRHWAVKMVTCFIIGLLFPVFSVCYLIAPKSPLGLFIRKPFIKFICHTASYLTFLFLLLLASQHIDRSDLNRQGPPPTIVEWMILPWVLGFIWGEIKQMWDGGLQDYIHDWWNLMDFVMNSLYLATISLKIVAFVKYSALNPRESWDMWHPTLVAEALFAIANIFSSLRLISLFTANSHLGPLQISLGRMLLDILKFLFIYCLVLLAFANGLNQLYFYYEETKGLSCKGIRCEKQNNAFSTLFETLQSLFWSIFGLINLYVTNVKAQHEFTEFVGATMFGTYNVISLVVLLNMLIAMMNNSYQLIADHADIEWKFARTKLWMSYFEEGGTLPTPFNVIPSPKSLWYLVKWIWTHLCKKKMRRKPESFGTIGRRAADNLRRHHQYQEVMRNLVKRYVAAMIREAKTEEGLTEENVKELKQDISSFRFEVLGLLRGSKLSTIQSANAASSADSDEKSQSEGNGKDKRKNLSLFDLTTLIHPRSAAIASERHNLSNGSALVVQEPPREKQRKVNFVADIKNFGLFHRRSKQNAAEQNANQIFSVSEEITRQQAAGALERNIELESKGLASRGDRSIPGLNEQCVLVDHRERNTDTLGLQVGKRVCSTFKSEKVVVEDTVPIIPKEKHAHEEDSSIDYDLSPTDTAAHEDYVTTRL
HDAC3 inhib = HDAC3 deacetylase inhibitors, primary screen, biochemical, fluorescence, cell-free homogeneous. Histone deacetylase 3 (Homo sapiens), O15379. AID 2718, 2010. recombinant HDAC3, fluorogenic peptide/trypsin coupled. 320,000 tested, 0.15% active. inhibition, % at 8.3 µM; in the data active = inhibition above about 26%, passing the limit was not always enough; inconclusive = no clear call, values can overlap the other calls
TRPC4 act = activators of mouse TRPC4 channel, primary screen, Fluo4 calcium, HEK293 TRPC4beta/mu-opioid cells | Short transient receptor potential channel 4 (Mus musculus), Q9QUQ5 | 310,000 tested, 0.49% active | B-score at 10 µM | Fluo4 calcium fluorescence; hits give high values | AID 2237, 2010;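 active = B-score above 5 SD of library B-scores, and initial fluorescence ratio not above library mean plus 5 SD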;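 note: positive B-score marks a calcium rise read as TRPC4 activation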
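Technique: kinetic Fluo4 calcium fluorescence; Test system: TRPC4beta and mu-opioid receptor HEK293 stable cells; Measure: B-scored integrated calcium fluorescence ratio; Benchmarks: low control buffer alone, high control maximal DAMGO; Schedule: 45 min room-temperature Fluo4 loading, 110 s read.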
* marks the source's active call; other numbers are inactive results; i = inactive; u = inconclusive; x = not tested or not shown. An excerpt; the hit share may differ from the screen's.

SMILES	KCNQ1 block	TMEM16A act	KCNK9 inh	TMEM16A inh	KCNK3 block	hERG protect	KCNQ1 pot	DYRK1A inh	TRPC4 potent	HDAC3 inhib	TRPC4 act
CCOc1ccccc1CNC(=O)CN1C(=O)CSc2ccc(S(=O)(=O)N3CCOCC3)cc21	i	i	i	i	i	-12.4	i	2.4	i	0.5	i
CCOC(=O)Nc1sc(C(=O)N(C)C)c(C)c1C(=O)OCC	i	i	i	i	i	-3.9	i	0.4	i	-0.7	i
Cc1csc(-c2cccnc2)n1	i	i	i	i	i	-4.5	i	-1.8	i	-5.2	i
CCN(CC)CCn1c(NS(=O)(=O)c2ccc(Cl)cc2)nc2ccccc21	i	i	i	i	i	-8.1	i	-6.9	i	7.3	65*
COc1ccc(C(C)=O)cc1COc1ccc(F)cc1	i	i	i	i	-9.23*	-15.1	i	3.6	i	4.7	i
O=[N+]([O-])c1ccccc1CN1CCN(Cc2ccccn2)CC1	i	i	i	i	i	-6.8	i	-3.1	i	4.2	i
Cc1cc([N+](=O)[O-])cc2c1NC(c1ccccn1)C1CC=CC21 (configuration not stated)	i	i	i	i	i	-16.2	i	6.5	i	-2.2	i
CCOC(=O)c1c(NC(=O)CSc2nnc(-c3cccnc3)n2Cc2ccco2)sc(C)c1C	i	i	i	i	i	-4.7	i	2.7	i	-0.3	i
COc1cccc(/C=N/NC(=O)CSc2nnc(C)n2-c2ccccc2)c1O	i	i	i	i	i	-9.1	i	8.7	i	-2.9	i
Cc1ccc(CNC(=O)CO/N=C/c2ccc3c(c2)OCO3)cc1	i	i	i	i	i	-4.8	i	-2.4	i	5.3	i
O=C(CCS(=O)(=O)c1cccc2nonc12)NCc1ccc(Cl)cc1	i	i	i	i	i	-11.8	i	-7.1	i	-6.2	i
N#Cc1cccc(C#N)c1NCC1CCCO1 (configuration not stated)	i	i	i	i	i	-4.9	i	1.2	i	-12.1	i
COc1ccc(/C=C2\C(=O)ON=C2c2ccccc2)cc1OC	i	i	i	i	i	-8.6	i	-4.5	i	1.4	i
CC(=O)Nc1ccc(S(=O)(=O)NC2=NCN(c3ccc([N+](=O)[O-])cc3)CN2)cc1	i	i	i	i	i	-9.9	i	-6.1	i	9.2	i
Cc1ccnc(SCC(=O)Nc2cc(C)on2)n1	i	i	i	i	i	-9.5	i	-5.9	i	-1.7	i
O=C(COC(=O)CCc1ccc(S(=O)(=O)N2CCOCC2)cc1)Nc1cccc(Cl)c1	i	i	i	i	i	0.9	i	-3.8	i	-6.1	i
COc1ccc(NC(=O)CCN2CCN(S(=O)(=O)c3ccc(F)cc3)CC2)cc1	i	i	i	i	i	-4.4	i	0.6	i	4.7	i
O=C(COc1ccccc1Cl)Nc1ccc(C(=O)c2ccc(C(=O)O)cc2)cc1	i	i	i	i	i	-13.9	i	6.0	i	8.5	i
Cc1c(CCC(=O)NCC(=O)O)c(=O)oc2cc3occ(-c4ccccc4)c3cc12	i	i	i	i	i	-7.2	i	-0.8	i	6.9	i
COc1ccc(CNC(=O)C2CCC(=O)N(CCCN3CCCC3=O)C2)c(OC)c1 (configuration not stated)	i	i	i	i	i	-3.6	i	1.2	i	1.7	i
CCn1cnc2cc(NCc3ccc(N(C)C)cc3)ccc21	i	i	i	i	i	-11.0	i	-9.5	i	x	i
O=C(Cc1ccccc1Cl)Nc1cccc(S(=O)(=O)N2CCOCC2)c1	i	i	i	i	i	-6.4	i	0.1	i	0.3	i
Cc1ccc(C(=O)Nc2cccc([N+](=O)[O-])c2)cc1S(=O)(=O)Nc1ccc(C(=O)O)cc1	i	i	i	i	i	-13.0	i	-2.9	i	8.7	i
Cc1ccc(NC(=O)CSCc2nc3c(nnn3Cc3ccc(F)cc3)c(=O)[nH]2)c(C)c1	i	i	i	i	i	-3.2	i	1.5	i	-1.0	i
O=C(Nc1cccnc1)c1c(F)cccc1F	i	i	i	i	i	-9.9	i	6.8	i	-3.5	i
COc1ccc(-n2c(=O)c3ccccc3n(Cc3cccc(C)c3)c2=O)cc1OC	i	i	i	i	i	-11.5	i	4.0	i	-1.9	i
O=C(c1cc(COc2ccc(F)cc2F)on1)N1CCN(C2CCCC2)C(=O)C1	i	i	i	i	i	-5.0	i	-4.7	i	4.1	i
C=CCN1C(=O)c2ccc(C(=O)N3CCN(S(=O)(=O)c4ccc(C(C)C)cc4)CC3)cc2C1=O	i	i	i	i	i	-12.5	i	4.6	i	x	i
C/C(CC(=O)Nc1cccc(Cl)c1Cl)=N\NC(=O)C(=O)N1CCCC1	i	i	i	i	i	-3.6	i	-7.4	i	0.7	i
COc1ccc(-n2cnnc2SC(C)c2nc3sc(C)c(C)c3c(=O)[nH]2)cc1 (configuration not stated)	i	x	i	x	x	-6.3	i	x	i	x	i
O=C(O)CC(NCc1ccco1)C(=O)OCC1CCCO1 (configuration not stated)	i	i	i	i	i	-2.3	i	2.1	i	-3.5	i
COc1ccc(C(NC(N)=O)c2ccccc2)cc1 (configuration not stated)	i	i	i	i	i	-5.2	i	3.4	i	0.0	i
Cc1cccc(N2C(=O)CN(Cc3ccccc3)C2=S)c1	i	i	i	i	i	-7.5	i	5.0	i	-1.6	i
COC(=O)c1ccc(SCc2cnc(Cl)s2)cc1	i	i	i	i	i	-17.6	i	-5.7	i	-4.3	i
CCOc1ccccc1CNC(=O)c1cn(C)c(=O)c2c1c1ccccc1n2C	i	i	i	i	i	-10.5	i	0.9	i	1.2	i
CC(C)C[C@H](NC(=O)N1CCn2c1nc1ccccc12)C(=O)N[C@@H](C(=O)O)c1ccccc1	i	i	i	i	i	-7.2	i	2.6	i	2.3	i
CC1CCCCN1C(=O)COc1ccc(F)cc1 (configuration not stated)	i	i	i	i	i	-10.4	i	-0.9	i	0.3	i
Cc1cc(S(=O)(=O)Nc2cccc(C(=O)O)c2)c(C)c(S(=O)(=O)c2ccc(Cl)cc2)c1	i	i	i	i	i	-5.8	i	1.1	i	-4.4	i
CNc1ncc(C(=O)c2ccccc2)s1	i	i	i	i	i	-9.0	i	8.1	i	1.0	i
Cc1cc(OCC(=O)NCc2cccnc2)ccc1[N+](=O)[O-]	i	i	i	i	i	-15.2	i	x	i	1.0	i
Cc1ccc(-c2nnc(SCc3ccccc3F)o2)cc1	i	i	i	i	i	-8.7	i	-0.8	i	1.2	i
C/C=C\C(=O)Nc1cccc(C2=NOC3(C2)C[C@H](C(N)=O)N(C(=O)/C=C/CC)C3)c1 (some centres not stated)	i	i	i	i	i	-6.4	i	-1.1	i	9.8	i
Cc1c(C(c2ccccc2O)c2c(C)n(C)n(-c3ccccc3)c2=O)c(=O)n(-c2ccccc2)n1C	i	i	i	i	i	-4.4	i	2.6	i	-0.9	i
O=C(CN(Cc1ccc(Cl)cc1)S(=O)(=O)c1ccccc1)NCC1CCCO1 (configuration not stated)	i	i	i	i	i	-15.9	i	-1.9	i	-3.2	i
COc1cccc(Oc2nnnn2-c2ccccc2)c1	i	i	i	i	i	-3.0	i	0.9	i	-8.6	i
S=C(Nc1ccc(Cl)cc1)N1CCCCC1	i	i	i	i	i	-0.4	i	-0.1	i	-3.1	i
O=C1CCCCN1CC(=O)N1CCCC(Nc2ccc(F)c(F)c2)C1 (configuration not stated)	i	i	i	i	i	-5.4	i	x	i	-5.1	i
COc1ccc(NC(=O)C(CCCCNC(=O)OC(C)(C)C)NC(=O)OCc2ccccc2)cc1 (configuration not stated)	i	i	i	i	i	-12.9	i	-0.7	i	6.3	i
CCOc1cc(/C=C2\COc3ccccc3C2=O)cc(Br)c1OCC(=O)N(C)C	i	i	i	i	i	-12.1	i	2.1	i	-4.3	i
COc1ccc(C(=O)N/C(=C\c2ccccc2)C(=O)NCCCn2ccnc2)cc1	i	i	i	i	i	-11.5	i	-3.6	i	2.1	i
COC(=O)c1nnn(-c2nonc2N)c1CSc1nnc(C)s1	i	i	i	i	i	-6.3	i	6.7	i	u	i
Cc1cc(C)nc(SCC(=O)c2ccc(F)cc2F)n1	i	i	i	i	i	-4.2	i	5.8	i	1.1	i
CC(C)(C)NC(=O)NC(=O)COC(=O)Cn1cnc2ccccc2c1=O	i	i	i	i	i	-6.6	i	2.5	i	-0.9	i
CCn1cc(CN2CCN(Cc3ccc(C)o3)C(CCO)C2)c2ccccc21 (configuration not stated)	i	i	i	i	i	-11.9	i	4.8	i	0.2	i
CC(C)(C)NC(=O)C(OC(=O)c1ccco1)c1ccccc1F (configuration not stated)	i	i	i	i	i	-11.4	i	-0.8	i	2.8	i
CCn1nccc1C(=O)Nc1cc(Cl)cc(Cl)c1	6*	i	-6.66*	i	i	-10.1	i	14.4	i	-1.0	i
Cc1cccn2c(=O)c3cc(C#N)c(=NC(=O)c4cccnc4)n(CC4CCCO4)c3nc12 (configuration not stated)	i	i	i	i	i	-7.7	i	1.7	i	-25.2	i
O=[N+]([O-])c1ccc(Nc2cccc(F)c2)nc1	i	i	i	i	i	-3.2	i	6.0	i	1.5	i
Cc1cc(C)cc(OC(C)C(=O)Nc2ccc(S(=O)(=O)Nc3cc(C)nc(C)n3)cc2)c1 (configuration not stated)	i	i	i	i	i	-15.3	i	-2.0	i	-2.8	i
